LmPK inhibitor – inhibitors of Leishmania mexicana pyruvate kinase; purified LmPK, Kinase-Glo ATP luminescence, 1 h; AID 1721; Q27686; Potency, µM (series often up to 57.5 µM), inactives show at the highest dose activity change, negative = inhibition, hits mostly inhibitors; 0.37% of 290,000 active; also: potency is read from the fitted curve at half-maximal effect; % is scaled to controls: 0 for no effect and ±100 for the full control effect
Target sequence (Q27686 whole entry, looked up): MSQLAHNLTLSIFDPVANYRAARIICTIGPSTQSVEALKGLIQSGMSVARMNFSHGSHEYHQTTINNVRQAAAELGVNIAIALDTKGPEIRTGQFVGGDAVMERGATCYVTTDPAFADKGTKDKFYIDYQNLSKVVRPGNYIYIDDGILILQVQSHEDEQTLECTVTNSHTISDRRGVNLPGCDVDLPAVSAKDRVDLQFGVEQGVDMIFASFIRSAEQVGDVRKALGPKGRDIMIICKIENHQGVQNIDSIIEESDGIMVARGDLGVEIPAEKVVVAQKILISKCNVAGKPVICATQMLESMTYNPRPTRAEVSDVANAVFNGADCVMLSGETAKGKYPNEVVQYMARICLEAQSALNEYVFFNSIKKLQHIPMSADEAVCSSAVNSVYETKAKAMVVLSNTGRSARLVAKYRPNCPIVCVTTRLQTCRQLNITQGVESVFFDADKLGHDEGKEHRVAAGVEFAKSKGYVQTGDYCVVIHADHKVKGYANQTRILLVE
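0.1 nM LmPK, 0.5 mM PEP, 0.1 mM ADP; 50 mM imidazole pH 7.2, 7 mM MgCl2, 50 mM KCl; 1 h RT. Kinase-Glo luminescence readout, normalized to no-enzyme (full inhibition) and uninhibited wells.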
Pf growth 96h – P. falciparum growth inhibition at 96 hours; P. falciparum luciferase reporter growth, 96 h; Potency, µM (top dose mostly 28.7 µM), for inactives: at the top dose activity change, negative = inhibition, most hits filed as inhibitors; 6.9% of 320,000 active; AID 504834; also: potency is read from the fitted curve at half-maximal effect; % is scaled to controls: 0 for no effect and ±100 for the full control effect
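Cell-based qHTS: luciferase-tagged P. falciparum in erythrocytes (2% hematocrit, 0.05% parasitemia final) incubated with compounds for 96 hours, 37 C, 5% CO2; luciferase detection reagent then added and luminescence measured.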
Shiga inhibitor – Shiga toxin inhibition; Vero cells, Shiga toxin protein synthesis inhibition reporter; inhibition, % at 38.7 µM; 9.2% of 290,000 active; AID 2315; in the data active = inhibition mostly above about 28%, no sharp cut-off; inactive = mostly below about 43%; also: 0% is about no effect
CHX counter – affects cycloheximide protein synthesis inhibition readout, counter-screen | 12% of 300,000 active | cell reporter, cycloheximide protein synthesis inhibition counterscreen | max response, %; in the data active = max response mostly above about 13%, no sharp cut-off; inactive = mostly below about 14%; also: read at 38.3 µM for the half of the compounds with a filed dose; 0% is about no effect
Pf growth 48h – inhibits P. falciparum growth in the first generation, 48 h. P. falciparum luciferase growth in erythrocytes, 48 h. Potency, µM (doses to about 28.7 µM), inactives show at the top dose activity change, negative = inhibition, hits mostly inhibitors. 5.9% of 310,000 active. AID 504832; also: potency is read from the fitted curve at half-maximal effect; % is scaled to controls: 0 for no effect and ±100 for the full control effect
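Read-out is firefly luciferase luminescence from an integrated reporter in P. falciparum, so falling signal marks reduced parasite growth. Infected erythrocytes were at 2% hematocrit and 0.1% parasitemia (final) in Albumax-supplemented RPMI 1640.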
AMA1 RON2 block – AMA1-RON2 (P. falciparum) interaction inhibition; AlphaScreen AMA1-biotinylated RON2 peptide binding; Potency, µM (series often up to 58.2 µM), for the others: at the top dose activity change, negative = inhibition, usual class: inhibitors; 0.2% of 360,000 active; AID 720542;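 also: potency is read from the fitted curve at half-maximal effect; 0% = vehicle wells and -100% = peptide control; nearly all actives have a fitted effect of over 45% in size; some results filed as inactive show a strong effect at the top dose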
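AMA1 (3D7) with his tag at 25 nM final met compounds first, then biotinylated RON2 peptide at 25 nM; detection used donor plus acceptor beads, 10 µg/mL apiece, read by AlphaScreen after 30 min at room temperature.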
Tb PYK inh – inhibitors of Trypanosoma brucei pyruvate kinase | Potency, µM (highest dose often 76.8 µM), inactives show at the highest dose activity, negative = inhibition, most hits filed as inhibitors | 0.12% of 410,000 active | TbPYK enzyme, Kinase-Glo Plus ATP luminescence, 45 min | AID 624173; also: potency is read from the fitted curve at half-maximal effect; % is scaled to controls: 0 for no effect and ±100 for the full control effect; nearly all actives have a fitted effect of over 50% in size
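Glycolytic pyruvate kinase of T. brucei was incubated with substrate, test compound and 130 uM ADP for 45 minutes at room temperature. Luminescent Kinase-Glo Plus signal was measured after 10 minutes.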
The depositor's hits bear a star; ? = inconclusive; nt = not tested or not shown; & = joins results of further samples; [ ] = another dose, or the depositor's remark. Unless noted, calls follow the shape of the dose curve; as a rule, active = well fitted curve in the direction sought with a large enough effect; inconclusive = small, poorly fitted or top-dose-only effect, or another doubt; inactive = no such curve, though single readings can be large; an effect the other way counts as inactive or inconclusive.

Start of the data: the first 5 compounds, ahead of the listing:
nr | structure | LmPK inhibitor | Pf growth 96h | Shiga inhibitor | CHX counter
1 | CCOC(=O)c1nonc1NC(C)=O | 3% | 15% | -6 | -3
2 | Cc1[nH]n(-c2nc(-c3ccc(Cl)cc3)cs2)c(=O)c1N=Nc1ccc(O)cc1 | 3% | 6.6µM* | 23 | 8
3 | O=C(OCCN1CCN(c2ncc(C(F)(F)F)cc2Cl)CC1)c1ccc(Cl)cc1 | 0% | 23% | -4 | 0
4 | O=C(c1ccc([N+](=O)[O-])s1)N1CCN(c2ccc(C(F)(F)F)cn2)CC1 | 1% | 3.3µM* | 42 | 8
5 | Clc1ccc(CCNc2ncnc3c2nnn3Cc2ccccc2)cc1 | 0% | ? | -3 | -2

nr | Pf growth 48h | AMA1 RON2 block | Tb PYK inh
1 | -8% | -10% | 4%
2 | ? | 38%[activator] | -9%
3 | 4% | -1% | 5%
4 | ? | 3% | -1%
5 | -12% | 0% | -5%

This part in full, previewed entries included:
nr | structure | LmPK inhibitor | Pf growth 96h | Shiga inhibitor | CHX counter
1 | CCOC(=O)c1nonc1NC(C)=O | 3% | 15% | -6 | -3
2 | Cc1[nH]n(-c2nc(-c3ccc(Cl)cc3)cs2)c(=O)c1N=Nc1ccc(O)cc1 | 3% | 6.6µM* | 23 | 8
3 | O=C(OCCN1CCN(c2ncc(C(F)(F)F)cc2Cl)CC1)c1ccc(Cl)cc1 | 0% | 23% | -4 | 0
4 | O=C(c1ccc([N+](=O)[O-])s1)N1CCN(c2ccc(C(F)(F)F)cn2)CC1 | 1% | 3.3µM* | 42 | 8
5 | Clc1ccc(CCNc2ncnc3c2nnn3Cc2ccccc2)cc1 | 0% | ? | -3 | -2
6 | CN1C[C@@H]2C(c3ccc(Cl)nc3)C3(c4ccc(C#N)cc4)CC2(C3)[C@H]1c1ccccc1 (some centres undefined) | 3% | ? | -2 | -5
7 | O=C(CCc1ccccc1)Nc1ccncc1 | -2% | nt | 2 | 0
8 | CCc1cccc(OCC(=O)Nc2ccc(S(=O)(=O)Nc3ccccn3)cc2)c1 | 0% | -6% | -6 | -4
9 | CCOc1ccccc1-c1nn2c(Cc3ccccc3)nnc2s1 | -2% | nt | -12 | -3
10 | COc1cc2c(cc1OC)C(C(=O)Nc1ccccn1)C(c1cccnc1)N(C)C2=O (centres undefined) | 1% | 1.7µM* | -13 | -2
11 | COc1ccccc1Cn1c(=S)[nH]c2cc(C(=O)NCCN(C)C)ccc2c1=O | -1% | -19% | -5 | -2
12 | O=C(Nc1cc(Cl)ccc1N1CCOCC1)c1ccco1 | -6% | ? | -15 | -2

nr | Pf growth 48h | AMA1 RON2 block | Tb PYK inh
1 | -8% | -10% | 4%
2 | ? | 38%[activator] | -9%
3 | 4% | -1% | 5%
4 | ? | 3% | -1%
5 | -12% | 0% | -5%
6 | ? | -17% | 0%
7 | 11% | -2% | 1%
8 | -13% | 2% | -3%
9 | -10% | 2% | -3%
10 | -17% | 3% | -3%
11 | ? | 40%[activator] | -5%
12 | 1% | -8% | -2%

Retrieved by compound from the entries so far, 4 records:
nr | structure | LmPK inhibitor | Pf growth 96h | Shiga inhibitor | CHX counter
1 | CCOC(=O)c1nonc1NC(C)=O | 3% | 15% | -6 | -3
10 | COc1cc2c(cc1OC)C(C(=O)Nc1ccccn1)C(c1cccnc1)N(C)C2=O (centres undefined) | 1% | 1.7µM* | -13 | -2
9 | CCOc1ccccc1-c1nn2c(Cc3ccccc3)nnc2s1 | -2% | nt | -12 | -3
12 | O=C(Nc1cc(Cl)ccc1N1CCOCC1)c1ccco1 | -6% | ? | -15 | -2

nr | Pf growth 48h | AMA1 RON2 block | Tb PYK inh
1 | -8% | -10% | 4%
10 | -17% | 3% | -3%
9 | -10% | 2% | -3%
12 | 1% | -8% | -2%

The results go on:
nr | structure | LmPK inhibitor | Pf growth 96h | Shiga inhibitor | CHX counter
13 | CCOC(=O)C(=O)Nc1ccc(Oc2ccccc2)cc1 | -28% | 12% | 1 | 3
14 | Cc1ccc(Cn2nnnc2CN2CCC(n3nnc4cc(C(F)(F)F)ccc43)CC2)cc1 | 1% | -15% | -10 | 8
15 | O=C(Nc1ccc(Br)cc1Cl)NC1CC1 | 0% | 6% | 8 | 9
16 | Cc1cc(C)nc(OC(C(=O)O)C(OCCc2ccccc2)(c2ccc(F)cc2)c2ccc(F)cc2)n1 (centres undefined) | -7% | 12% | -3 | -2
17 | COC(CNS(=O)(=O)c1cccc2nonc12)OC | 0% | 19% | -5 | 8
18 | CCCCN(CCCNC(=O)C1CCN(C(=O)c2cc3sccc3n2C)CC1)Cc1ccccc1 | 5% | 42%[activator] | -11 | -5
19 | COCC(=O)Nc1cc(Sc2ccccc2)ccc1N=C(NC(=O)OC)NC(=O)OC | nt | -7% | nt | nt
20 | Cc1cc(C)cc(C(=O)NCC(=O)N(C)CCOc2ccccc2)c1 | nt | ? | nt | nt
21 | O=c1c(-c2ccc(Cl)cc2)[n+]([O-])c2ccccc2n1OCc1nc2ccccc2[nH]1 | -2% | 51%[activator] | 60* | 25*
22 | O=C(CCSCc1ccccc1Cl)NC1CCCCC1 | 13% | 6% | 95* | 37*
23 | O=[N+]([O-])c1ccc(Cl)c2cccnc12 | -4% | 17% | -16 | -5
24 | Cc1cccc(NS(=O)(=O)c2cccc3cccnc23)n1 | -2% | 1.7µM* | 9 | -2

nr | Pf growth 48h | AMA1 RON2 block | Tb PYK inh
13 | 15% | -2% | -10%
14 | ? | -7% | 2%
15 | 43%[activator] | -3% | -7%
16 | 17% | -1% | -3%
17 | 5% | -9% | 2%
18 | 5.2µM* | 0% | 4%
19 | 5% | nt | -7%
20 | -2% | -3% | 2%
21 | 29% | 16% | 0%
22 | 39%[activator] | -12% | -7%
23 | -1% | -9% | -3%
24 | 8% | -5% | -7%

(list continues)
nr | structure | LmPK inhibitor | Pf growth 96h | Shiga inhibitor | CHX counter
25 | COc1ccc(-c2cc(C(=O)N/N=C/c3cccnc3)c3ccccc3n2)cc1 | 0% | ? | 31 | 27*
26 | CC(=O)Nc1nnc(-c2c(-c3c(Cl)cccc3Cl)noc2C)o1 | 2% | 26% | -2 | -3
27 | COc1ccc(NC(=O)CN(C)C(=O)c2cccc(S(=O)(=O)N3CCN(C)CC3)c2)cc1 | nt | -7% | nt | nt
28 | CC(C)Cc1nc2n[nH]c(N)c2c2c1COC(C)(C)C2 | 0% | -13% | -3 | -5
29 | COc1ccc(CCNC2CC(=O)N(CCc3ccc(OC)c(OC)c3)C2=O)cc1 (centres undefined) | 2% | 4.7µM* | -5 | -2
30 | COc1cccc(C2Nc3ccc4ccccc4c3C3=C2C(=O)CCC3)c1O (centres undefined) | 0% | 35%[activator] | -4 | 7
31 | CN1CCN(C(=O)c2cn(-c3ccccc3)nc2-c2cccnc2)CC1 | 2% | nt | 4 | 6
32 | CC(C)NC(=O)Cn1c(SCC(=O)N2CCCCCC2)nc2ccccc21 | 3% | 22% | 18 | 2
33 | CCOC(=O)C1=C(COC(=O)CNS(=O)(=O)c2ccc(C)cc2)NC(=O)NC1C (centres undefined) | -5% | 1% | -2 | 1
34 | COc1ccc(S(=O)(=O)NCC(c2ccco2)N2CCOCC2)cc1 (centres undefined) | nt | 1% | nt | nt
35 | Cc1ccc(N/N=C(\C#N)C(N)=S)c(C)c1 | 2% | ? | 41 | 13*
36 | Cc1ccc2cc(S(=O)(=O)NCCCC(=O)O)ccc2c1 | 1% | -25% | -5 | -2

nr | Pf growth 48h | AMA1 RON2 block | Tb PYK inh
25 | 15% | 11% | -2%
26 | 18% | 18% | -5%
27 | -9% | 1% | 1%
28 | nt | -2% | -1%
29 | nt | 0% | 1%
30 | ? | 11% | -5%
31 | 14% | 7% | 29%
32 | -14% | 3% | -2%
33 | 20% | -8% | -15%
34 | -7% | -7% | 7%&-24%
35 | 4% | -1% | ?
36 | -1% | -9% | -10%

Other structures follow.
nr | structure | LmPK inhibitor | Pf growth 96h | Shiga inhibitor | CHX counter
37 | CCSc1nnc(NC(=O)C2(C)Cc3ccccc3C(=O)O2)s1 (centres undefined) | 1% | -4% | 2 | -1
38 | O=C(COC(=O)C12CC3CC(CC(O)(C3)C1)C2)NC12CC3CC(CC(C3)C1)C2 | 0% | -9% | 40 | 18
39 | CCOC(=O)c1sc2nc(CSc3nc4ccccc4n3CC)[nH]c(=O)c2c1C | 2% | -4% | 2 | -2
40 | COc1ccc(CCC(=O)N/N=C(\C)c2ccc3c(c2)OCO3)cc1 | 0% | ? | -12 | 1
41 | CC(C)CCn1c(O)c(N=Nc2ccccn2)c2ccccc21 | -6% | ? | 12 | 5
42 | COCC(=O)N(C)C1(c2nnnn2CCOC(=O)Nc2cccc3ccccc23)CCCC1 | 2% | nt | 2 | 2
43 | C/C(=N\NC(=O)OC(C)(C)C)c1ccccc1Br | -13% | 37%[activator] | 63* | 59*
44 | O=S(=O)(c1ccccc1)N1CN2CCN(C2)C1 | -2% | nt | -12 | -2
45 | COc1ccc(CNC(=O)CCSCc2ccccc2C)cc1 | 6% | 3.3µM* | 26 | 1
46 | Cc1ccc(-c2nn(-c3ccccc3)cc2C2CC(c3cccs3)=NN2C(=O)CCCC(=O)O)cc1 (centres undefined) | 5% | ? | -17 | -2
47 | COc1ccc(N2CCN(C(=O)CN(C)S(=O)(=O)c3ccc4c(c3)c(=O)n(C)c(=O)n4C)CC2)cc1 | 2% | ? | 16 | -6
48 | Cc1ccc(S(=O)(=O)N2CCCCC2c2cccnc2)c(C)c1C (centres undefined) | 1% | 0.33µM* | -3 | 0

nr | Pf growth 48h | AMA1 RON2 block | Tb PYK inh
37 | 13µM* | -1% | 1%
38 | 289%[activator] | -12% | -12%
39 | 9% | 11% | 11%
40 | 9% | -4% | -5%
41 | ? | 7% | -3%
42 | 5% | -4% | -6%
43 | 49%[activator] | 15% | 2%
44 | -8% | 30%[activator] | 3%
45 | 25% | 6% | 8%
46 | -20% | 16% | -8%
47 | ? | -5% | 3%
48 | ? | 0% | -1%

(further entries)
nr | structure | LmPK inhibitor | Pf growth 96h | Shiga inhibitor | CHX counter
49 | COc1ccc(Nc2cc(C)c3ccccc3n2)cc1 | 2% | -17% | 103* | 41*
50 | O=C(N/N=C/c1cc(Cl)ccc1O)c1ccc(Br)cc1 | -3% | 12% | -2 | 13
51 | CCCCn1c(O)c(C(CC)=NCc2ccc(F)cc2)c(=O)[nH]c1=O | 1% | ? | -6 | -4
52 | COc1ccc(CCOC(=O)c2cccc(NC(C)=O)c2)cc1 | -7% | 25% | 52* | 36*

nr | Pf growth 48h | AMA1 RON2 block | Tb PYK inh
49 | 6% | ? | 2%
50 | ? | -14% | 4%
51 | ? | 4% | 4%
52 | 22% | 6% | 2%

Compound profiles (already shown).
O=C(N/N=C/c1cc(Cl)ccc1O)c1ccc(Br)cc1 is listed as LmPK inhibitor: -3%; Pf growth 96h: 12%; Shiga inhibitor: -2; CHX counter: 13; Pf growth 48h: ?; AMA1 RON2 block: -14%; Tb PYK inh: 4%
COc1ccc(CCOC(=O)c2cccc(NC(C)=O)c2)cc1 is listed as LmPK inhibitor: -7%; Pf growth 96h: 25%; Shiga inhibitor: 52*; CHX counter: 36*; Pf growth 48h: 22%; AMA1 RON2 block: 6%; Tb PYK inh: 2%

Bioassay records deposited in PubChem BioAssay by National Center for Advancing Translational Sciences (NCATS).
